Screening data: PubChem, several laboratories
3CLpro inhibitor – SARS-CoV 3CLpro protease inhibition; P0C6X7; recombinant SARS-CoV 3CLpro, quenched FRET peptide cleavage; inhibition, % at 6 µM; 290,000 compounds, 0.14% hits; in the data active means inhibition above about 12%
SSB-PriA inh – K. pneumoniae PriA-SSBct interaction inhibition. inhibition, % at 33 µM. AID 1272365. 430,000 compounds, 0.6% hits. AlphaScreen SSBct-PriA binding, biotinylated peptide; in the data active means inhibition mostly above about 37%, no sharp cut-off; inactive means mostly below about 20%;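 further: plate controls were negative control peptide for no effect and reference peptide for full effect; strong numbers were not always called active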
Mtb UGM inh – Mtb UDP-galactopyranose mutase inhibition; inhibition, % at 10 µM; P9WIQ1; AID 504406; 320,000 compounds, 0.06% hits; purified UGM, fluorescence polarization probe displacement; in the data active means inhibition above about 10%, passing the limit was not always enough; inconclusive means no clear call, values can overlap the other calls
Target sequence (P9WIQ1 whole entry, looked up): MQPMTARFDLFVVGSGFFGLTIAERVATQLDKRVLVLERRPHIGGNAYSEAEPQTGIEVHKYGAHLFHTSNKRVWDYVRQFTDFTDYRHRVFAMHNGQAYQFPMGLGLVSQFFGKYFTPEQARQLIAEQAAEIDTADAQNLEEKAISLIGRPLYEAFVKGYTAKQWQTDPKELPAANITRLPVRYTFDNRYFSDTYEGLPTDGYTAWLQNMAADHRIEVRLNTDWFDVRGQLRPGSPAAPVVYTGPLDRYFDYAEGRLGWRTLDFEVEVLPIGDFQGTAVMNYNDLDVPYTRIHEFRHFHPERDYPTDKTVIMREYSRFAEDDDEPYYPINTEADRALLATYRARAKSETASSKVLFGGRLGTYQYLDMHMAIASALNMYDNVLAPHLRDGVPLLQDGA
Mtb BioA inh – blocks M. tuberculosis BioA enzyme activity. purified M. tuberculosis BioA enzyme, plate reader. inhibition, % at 9.99 µM. 360,000 compounds, 0.096% hits. AID 602481; in the data active means inhibition above about 40%; inconclusive means no clear call, values can overlap the other calls
DUSP3 inh – DUSP3 (human) phosphatase inhibition; P51452; recombinant VHR phosphatase, pNPP absorbance; inhibition, % at 13.3 µM; 290,000 compounds, 0.52% hits; AID 1654; in the data active means inhibition above about 50%; further: some compounds called inactive have numbers as strong as hits
BH1578 lux ind – inducers of Vibrio cholerae quorum light production without autoinducers | V. cholerae BH1578 lux reporter, luminescence, 6 h | activation, % at 18.7 µM | 350,000 compounds, 0.16% hits | AID 588436; in the data active means activation mostly above about 9.7%, no sharp cut-off; inconclusive means no clear call, values can overlap the other calls; inactive means mostly below about 3.7%; further: not every result past the cut was called active; inactives centre near 0; reference of the scale not given here
GDH-TPI inh – GDH-TPI coupled enzyme inhibition counter-screen; GDH-TPI coupled enzyme counterscreen, NADH absorbance; inhibition, % at 4.8 µM; 360,000 compounds, 1.2% hits; in the data active means inhibition above about 30%;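 further: 0% = DMSO wells and 100% = wells lacking the enzyme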
Rv3671c protease – Rv3671c (M. tuberculosis) protease inhibition; P9WHR9; inhibition, % at 5.96 µM; 320,000 compounds, 0.048% hits; AID 2606; in the data active means inhibition above about 38%;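 further: extracellular domain of Rv3671c used as enzyme; 0% = enzyme with DMSO and 100% = no enzyme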
MazF activator – activators of E. coli MazEF toxin-antitoxin RNase. FAM/BHQ RNA-DNA oligo cleavage fluorescence, 5 h. AID 504720. 350,000 compounds, 0.32% hits. activation, % at 20 µM. P0AE70; in the data active means activation above about 50%
Target sequence (P0AE70 whole entry, looked up): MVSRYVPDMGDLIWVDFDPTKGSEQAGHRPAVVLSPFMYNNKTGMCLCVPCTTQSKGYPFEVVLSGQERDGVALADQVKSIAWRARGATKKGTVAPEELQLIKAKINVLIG
FBA Mtb inh – Mtb fructose-bisphosphate aldolase inhibition; purified M. tuberculosis FBA, fluorescence read-out; inhibition, % at 1 µM; 360,000 compounds, 2.3% hits; AID 588726; in the data active means inhibition above about 27%;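 further: 0% = vehicle and 100% = reference inhibitor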
Target sequence (P9WQA3 whole entry, looked up): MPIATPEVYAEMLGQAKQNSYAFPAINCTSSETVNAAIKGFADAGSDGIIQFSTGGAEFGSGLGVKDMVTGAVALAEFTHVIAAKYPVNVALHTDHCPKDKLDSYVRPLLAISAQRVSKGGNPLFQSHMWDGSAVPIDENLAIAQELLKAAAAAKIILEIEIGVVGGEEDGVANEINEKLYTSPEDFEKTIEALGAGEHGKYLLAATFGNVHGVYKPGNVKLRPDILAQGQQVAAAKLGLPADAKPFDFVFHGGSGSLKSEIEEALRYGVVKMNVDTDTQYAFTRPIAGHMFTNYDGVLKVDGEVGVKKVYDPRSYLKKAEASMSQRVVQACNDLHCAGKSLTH
* = called active by the depositor; i = inactive; ? = inconclusive; · = not tested or not shown; & = joins results of further samples.

nr	SMILES	3CLpro inhibitor	DUSP3 inh	Rv3671c protease	Mtb BioA inh	Mtb UGM inh
1	COc1cc(NC(=O)Cc2ccc(S(=O)(=O)N3CCOCC3)s2)c(OC)cc1Cl	·	·	2	-0.6	-1.7
2	O=C(C1=NN(c2ccccc2)C2C(=O)N(c3ccccc3)C(=O)C12)c1ccccc1 (configuration not stated)	9	2	-19	·	?
3	Cn1c(=O)c2c(ncn2CC(=O)OCC(=O)Nc2ccc(F)cc2F)n(C)c1=O	·	·	1	-0.4	·
4	COc1ccccc1CNC(=O)CCNS(=O)(=O)c1ccc2c(c1)oc(=O)n2C	0	1	-5	-1.1	-0.8
5	NC(=O)c1cccc(-c2ccnc3c2CC(C(=O)NCc2ccc(F)c(F)c2)O3)c1 (configuration not stated)	·	·	·	11	·
6	O=C(COc1ccc([N+](=O)[O-])cc1Cl)N1CCc2ccccc21	·	·	5	-0.3	-2.5
7	Cc1cc(N/N=C/c2ccccc2Cl)nc(NCc2ccccc2)n1	-1	7	-6	·	-5.5
8	C=CCNCCCCOc1ccc(Br)cc1C	4	2	-9	·	0.2

nr	BH1578 lux ind	GDH-TPI inh	MazF activator	FBA Mtb inh	SSB-PriA inh
1	5.6	-5	-6	-3	10
2	-0.3	5	-204	-4	-2
3	i	2	1	3	-4
4	-2.9	3	-2	1	-1
5	-0.5	13	·	1	·
6	-0.3	-5	-5	-2	-5
7	-0.4	3	11	3	·
8	-0.2	6	1	-3	-1

The results go on:
nr	SMILES	3CLpro inhibitor	DUSP3 inh	Rv3671c protease	Mtb BioA inh	Mtb UGM inh
9	CCCOC(=O)CCCN1C(=O)/C(=C2\SC(=S)N(CCCC(=O)OCCC)C2=O)SC1=S	-1	2	-6	-4.2	-3.8
10	O=C(O)/C=C/c1cnn(-c2ccccc2)c1	5	10	·	·	·
11	CCOC(=O)C(=COC(=O)c1ccccc1)NC(=O)Cc1ccccc1	·	·	·	1.3	·
12	CC(=O)Nc1ccc(-c2nc3ccccc3c(=O)o2)cc1	-5	10	-4	-0.7	-2.1
13	CC(C)(C)OC(=O)N/N=C\c1ccc(OC(=O)c2ccco2)cc1	3	-11	9	·	0.3
14	CC(C)N(Cc1ccccc1)C(=O)COC(=O)C1CCN(c2ccc(C(F)(F)F)cn2)CC1	·	·	·	·	·
15	COc1ccc(OCC(=O)NC2CCCN(Cc3ccc(Cl)cc3)C2)cc1 (configuration not stated)	0	12	-1	4.2	-0.9
16	CCn1c(Cc2ccccc2)nnc1SCC(=O)Nc1ccc(OC)cc1	-1	-14	-5	0.5	-2.8

nr	BH1578 lux ind	GDH-TPI inh	MazF activator	FBA Mtb inh	SSB-PriA inh
9	0.4	-9	-1	4	-15
10	i	-7	-6	3	-10
11	i	-4	14	-1	-2
12	i	4	0	0	1
13	-0.7	-2	4	-1	·
14	i	7	-3	3	-21
15	·	6	-11	3	0
16	·	4	-1	-6	-2

(continued)
nr	SMILES	3CLpro inhibitor	DUSP3 inh	Rv3671c protease	Mtb BioA inh	Mtb UGM inh
17	Cc1ccc(C(=O)OCC(=O)NCc2cccs2)cc1S(=O)(=O)N1CCOCC1	4	2	3	·	0.1
18	Cc1ccc(C(=O)NC(C)c2ccccc2)o1 (configuration not stated)	-4	-5	0	-0.4	2.9
19	CN(c1ccccc1)S(=O)(=O)c1cccc(NC(=O)c2cncc(Br)c2)c1	3	13	-14	0.0	1.3
20	Cc1nnc(SCC(=O)NCc2ccccc2Cl)[nH]c1=O	0	12	1	-0.4	-1.9
21	O=C(COc1cccc(NC(=O)c2cccc([N+](=O)[O-])c2)c1)c1ccc(Br)cc1	1	0	16	0.7	0.3
22	CCCCn1nnnc1NCc1cccnc1	6	23	9	-2.4	0.9
23	O=C1c2ccccc2C(=O)N1CC#CCN1CCN(C2CCCCC2)CC1	-4	15	1	0.7	2.6
24	COc1ccc(N2C=C3C(=O)C(C)(OC(=O)CCc4ccccc4)C(=O)C=C3C=C2c2ccc(C#N)cc2)cc1 (configuration not stated)	·	-4	-4	-1.3	-0.5

nr	BH1578 lux ind	GDH-TPI inh	MazF activator	FBA Mtb inh	SSB-PriA inh
17	1.4	-9	-9	2	5
18	-12	-8	2	1	-17
19	-0.3	-1	5	1	-4
20	-0.5	-4	5	2	-20&-1
21	-1.4	7	0	3	-14
22	i	8	-7	30*	-3
23	-0.6	7	-1	0	-15
24	i	20	-43	1	3

(next part)
nr	SMILES	3CLpro inhibitor	DUSP3 inh	Rv3671c protease	Mtb BioA inh	Mtb UGM inh
25	C[C@@H]1O[C@@H](Oc2c(-c3ccc(O)c(O)c3)oc3cc(O)cc(O)c3c2=O)[C@H](O)[C@H](O)[C@H]1O	·	·	-6	-0.8&-1.5	-6.4
26	O=Cc1cn(Cc2ccccc2F)c2ccccc12	4	0	-6	·	-3.2
27	CCSC1C(=O)N(C)C(SCC)C(=O)N1C (configuration not stated)	·	·	·	3.3	·
28	CCn1cc(CN2CCC(C(=O)Nc3ccc(Oc4cccnc4)cc3)CC2)c(C)n1	-1	14	3	-2.0	3.4
29	COc1cc(OC)cc(C(=O)N(Cc2nc(-c3cccc(C)c3)no2)C(C)C)c1	1	16	·	-0.9	·
30	COc1ccccc1C(=O)N1CCCC(c2nc(-c3cc(OC)c(OC)c(OC)c3)no2)C1 (configuration not stated)	-13	17	6	·	0.0
31	Cc1nc(C(=O)N2CCOCC2)sc1C1(C)CC(c2ccccc2)=NO1 (configuration not stated)	·	-9	6	1.8	-2.5
32	O=C(NC(=S)Nc1cccc(Cl)c1Cl)C1CC1	1	24	-7	4.4	-1.5

nr	BH1578 lux ind	GDH-TPI inh	MazF activator	FBA Mtb inh	SSB-PriA inh
25	-0.7	8&23	2&-2	-6&1	·
26	-0.5	-6	-18	-9	-2
27	-10	10	-3	1	·
28	-1.7	5	-8	0	-4
29	0.0	-3	12	0	-7
30	-0.6	-8	6	0	9
31	i	6	1	-2	-7
32	i	-2	7	0	2

Record cards (already shown).
CCSC1C(=O)N(C)C(SCC)C(=O)N1C (configuration not stated) across the screens: 3CLpro inhibitor = ·; DUSP3 inh = ·; Rv3671c protease = ·; Mtb BioA inh = 3.3; Mtb UGM inh = ·; BH1578 lux ind = -10; GDH-TPI inh = 10; MazF activator = -3; FBA Mtb inh = 1; SSB-PriA inh = ·
COc1cc(OC)cc(C(=O)N(Cc2nc(-c3cccc(C)c3)no2)C(C)C)c1 across the screens: 3CLpro inhibitor = 1; DUSP3 inh = 16; Rv3671c protease = ·; Mtb BioA inh = -0.9; Mtb UGM inh = ·; BH1578 lux ind = 0.0; GDH-TPI inh = -3; MazF activator = 12; FBA Mtb inh = 0; SSB-PriA inh = -7

Continued:
nr	SMILES	3CLpro inhibitor	DUSP3 inh	Rv3671c protease	Mtb BioA inh	Mtb UGM inh
33	CN(C)CCCN(C(=O)COc1ccccc1)c1nc2cc3c(cc2s1)OCO3	-1	-5	-13	1.7	-5.1
34	CC(=O)Nc1ccc(NS(=O)(=O)c2c(Cl)cccc2Cl)cc1	-3	-8	3	·	-1.6
35	COc1cc(CNn2c(C)n[nH]c2=S)cc(Br)c1OCc1ccc(F)cc1	4	-14	-5	·	-0.4
36	CN(C)CCCNc1c2c(nc3cc(-c4cccc(F)c4)nn13)CCC2	1	-14	0	1.4	0.0
37	COc1ccc(NC(=O)COC(=O)C(NC(=O)c2ccc(C)cc2)C(C)C)cn1 (configuration not stated)	·	·	-2	-0.4	1.5
38	COc1ccc(OC)c(-c2oc3ccccc3c(=O)c2O)c1	1	3	4	1.0	1.7
39	COc1ccc(N/C(=C2\CCCC2=O)C2CCCCC2)cc1	·	·	5	0.9	0.6
40	CC[C@@H](C)[C@@H](C(=O)N1CCNCC1)n1cc(CCC(=O)O)nn1	0	7	0	-0.6	0.4

nr	BH1578 lux ind	GDH-TPI inh	MazF activator	FBA Mtb inh	SSB-PriA inh
33	i	16	18	-2	6&-4
34	-0.5	15	-5	-1	-3
35	-0.3	-7	0	0	3
36	-0.4	5	8	2	6
37	-1.4	-2	-2	-2	12
38	1.4	18	-3	1	-9
39	-5.9	11	3	0	·
40	-0.8	-3	8	0	-2

Next compounds:
nr	SMILES	3CLpro inhibitor	DUSP3 inh	Rv3671c protease	Mtb BioA inh	Mtb UGM inh
41	Cc1cc(C)n(-c2cc(=O)n(C)c(=O)n2C)n1	-2	-2	4	2.9	1.0
42	Cc1nc(C)c(C(=O)C2=C(O)C(=O)N(CCN3CCOCC3)C2c2cccnc2)s1 (configuration not stated)	-6	-2	-3	0.3	0.3
43	C[C@H](CO)N1C[C@H](C)[C@@H](CN(C)Cc2ccc(Cl)c(Cl)c2)Oc2c(NS(=O)(=O)c3cn(C)cn3)cccc2C1=O	·	·	5	0.6&-0.4	-6.4
44	Cc1cccc(N2N=C(C(=O)N3Cc4ccccc4CC3C(N)=O)CCC2=O)c1 (configuration not stated)	·	·	8	1.2	0.5
45	Cc1cccc2cc(C3CC(c4ccco4)=NN3C(=O)CCC(=O)O)c(Cl)nc12 (configuration not stated)	-2	-2	-12	-0.2	0.3
46	CCCC(=O)N1CCC1(C)C(=O)NS(=O)(=O)c1cccs1 (configuration not stated)	·	·	·	1.5	·
47	Cc1noc(C)c1C(=O)OCC(=O)NCc1ccccc1	·	·	·	-0.9	·
48	Brc1ccccc1-c1nnc(COc2cccc3cccnc23)o1	4	19	-7	·	4.6
49	O=[N+]([O-])c1ccc(N2CCNCC2)c(S(=O)(=O)N2CCOCC2)c1	-1	-8	1	·	-0.5
50	COc1cc(CN(C)CCc2ccccn2)cc(OC)c1OC	3	8	-4	-0.3	-1.7
51	CCC(C)(C)n1nnnc1C(c1ccc2ncccc2c1)N1CCN2CCCC2C1 (configuration not stated)	4	14	-3	0.2	2.5

nr	BH1578 lux ind	GDH-TPI inh	MazF activator	FBA Mtb inh	SSB-PriA inh
41	·	0	-3	0	-3
42	0.0	14	-2	-4	-18
43	-0.4	-5	11	2	2
44	0.0	0	0	-2	-4
45	i	9	0	-3	-5
46	-3.3	4	·	2	·
47	i	-8	2	-3	3
48	i	6	-1	3	15
49	-0.4	8	-4	6	-3
50	0.8	5	3	-2	-10
51	-0.4	-7	4	-3	-6

Filtered by structure, those above containing a COOH group.
nr	SMILES	3CLpro inhibitor	DUSP3 inh	Rv3671c protease	Mtb BioA inh	Mtb UGM inh
10	O=C(O)/C=C/c1cnn(-c2ccccc2)c1	5	10	·	·	·
40	CC[C@@H](C)[C@@H](C(=O)N1CCNCC1)n1cc(CCC(=O)O)nn1	0	7	0	-0.6	0.4
45	Cc1cccc2cc(C3CC(c4ccco4)=NN3C(=O)CCC(=O)O)c(Cl)nc12 (configuration not stated)	-2	-2	-12	-0.2	0.3

nr	BH1578 lux ind	GDH-TPI inh	MazF activator	FBA Mtb inh	SSB-PriA inh
10	i	-7	-6	3	-10
40	-0.8	-3	8	0	-2
45	i	9	0	-3	-5

An excerpt; rates above refer to the full screens.
